Assay outcomes as filed in PubChem.
hgDAF12 agonist: H. glycines DAF-12 receptor agonists, primary screen, cell-based, luminescence, HEK293, GAL4 fusion, UAS-luciferase. HEK293 GAL4-hgDAF12 UAS-luciferase reporter, agonist luminescence; normalized to butyrate control. activation, % at 6.8 µM. hit rate 1.8% among 370,000;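 active = activation above a cutoff set at the mean of all screened compounds plus 3 SD, cut at about 10% in these data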;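 also: 0% = DMSO wells and 100% = sodium butyrate wells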
DAX1 inh-1: DAX1 (NR0B1) inhibitors on StAR promoter, primary screen, cell-based, luminescence, SF-1 (NR5A1), full-length DAX-1; HEK293T StAR-luciferase reporter, SF-1/DAX-1 repression relief; inhibition, % at 6.8 µM; hit rate 1.1% among 370,000; AID 652010, 2013;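 active = inhibition above the mean over all tested compounds plus 3 SD, cut at about 3.6% in these data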;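 also: 0% = DAX-1 cells with DMSO and 100% = cells lacking DAX-1 with DMSO; higher inhibition means more luminescence from relief of DAX-1 repression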
SMARCA2 activ: SMARCA2 (BRM) function activators, primary screen, cell-based, luminescence, high throughput. MG213 cells, MMTV-luciferase reporter, dexamethasone, overnight. activation, % at 9.1 µM. hit rate 1% among 370,000; in the data active = activation above about 7.8%;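 also: 0% = vehicle wells and 100% = reference activator wells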
NR1D1 modulator: modulators of Rev-erb alpha DNA binding, primary screen, biochemical, FITC-DNA, fluorescence polarization, uHTS; Nuclear receptor subfamily 1 group D member 1 (Homo sapiens), P20393; Rev-erbα–FITC-DNA binding, 90 min; activity, % at 10 µM; hit rate 0.79% among 370,000; AID 1259318, 2017;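 active = activity above about 14%, limit read from the data; passing the limit was not always enough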;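 also: 0% = DMSO wells with 35 nM protein and 100% = DMSO wells with 750 nM protein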
Target sequence (P20393 whole entry, looked up): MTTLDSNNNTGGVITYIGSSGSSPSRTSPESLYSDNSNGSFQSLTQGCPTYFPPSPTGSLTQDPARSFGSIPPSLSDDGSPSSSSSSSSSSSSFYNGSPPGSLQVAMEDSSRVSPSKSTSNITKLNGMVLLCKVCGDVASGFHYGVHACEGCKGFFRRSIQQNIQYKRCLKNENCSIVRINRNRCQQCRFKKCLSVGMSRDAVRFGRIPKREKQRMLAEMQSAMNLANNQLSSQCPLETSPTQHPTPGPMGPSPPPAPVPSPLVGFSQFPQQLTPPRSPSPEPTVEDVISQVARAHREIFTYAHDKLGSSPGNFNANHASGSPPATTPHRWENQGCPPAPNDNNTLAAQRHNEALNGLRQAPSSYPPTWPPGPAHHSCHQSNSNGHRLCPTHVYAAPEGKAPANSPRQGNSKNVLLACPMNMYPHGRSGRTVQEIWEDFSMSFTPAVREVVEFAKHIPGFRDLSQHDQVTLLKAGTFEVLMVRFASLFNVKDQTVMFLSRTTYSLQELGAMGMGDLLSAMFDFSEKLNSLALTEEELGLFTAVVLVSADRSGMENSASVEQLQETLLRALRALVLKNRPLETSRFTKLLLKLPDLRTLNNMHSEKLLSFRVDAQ
hcDAF12 agonist: H. contortus DAF-12 nuclear receptor activators, primary screen, cell-based, luminescence, HEK293, lit1-tk-luc reporter | HEK293 hcDAF-12 lit1-tk-luc reporter; 0% DMSO, 100% Δ7-dafachronic acid | activation, % at 6.8 µM | hit rate 1.4% among 370,000 | AID 652067, 2013;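 active = activation above the mean of all tested compounds plus 3 SD, cut at about 5.5% in these data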;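 also: 100% = response to 3 µM Δ7-dafachronic acid high control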
sPLA2-III inh: human group III sPLA2 inhibitors, primary screen, biochemical, QFRET, BODIPY PC-A2 liposome substrate; Group 3 secretory phospholipase A2 (Homo sapiens), Q9NZ20; QFRET BODIPY PC-A2 liposome hydrolysis, fluorescence; inhibition, % at 12.2 µM; hit rate 0.56% among 370,000;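 active = inhibition above mean plus 3 SD of compounds lying within the high and low control bounds, cut at about 19% in these data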;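 also: 0% = median of test compound wells and 100% = no enzyme DMSO wells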
FXN GAA850 act: FXN promoter activators, primary screen, cell-based, luciferase luminescence, HEK293 lucGAA850 | HEK293 lucGAA850 FXN promoter luciferase reporter, 24 h; percent of 10 µM SAHA response | activation, % at 6 µM | hit rate 0.56% among 360,000 | AID 540364, 2011;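 active = activation above the average of all compounds screened plus 3 SD, cutoff fixed separately per campaign, cut at about 7.5% in these data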;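 also: 0% = DMSO wells and 100% = 10 µM SAHA wells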
PG9 Ab binder: binders of HIV-1 gp120 antibody PG9, primary screen, biochemical, TR-FRET. hit rate 0.43% among 360,000. inhibition, % at 6.7 µM. TR-FRET gp120-PG9 antibody binding. AID 624416, 2012. HIV-1 gp120 / PG9 antibody interaction; in the data active = inhibition above about 8.5%
PLCb3 inh: human PLC-beta3 inhibitors, primary screen, biochemical, fluorescence | Purified PLC-beta3, fluorogenic substrate | inhibition, % at 12.2 µM | hit rate 0.18% among 370,000 | AID 720704, 2013; in the data active = inhibition above about 11%;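 also: 0% = median of compound wells on plate and 100% = full blocker control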
DAX1 inh-2: DAX1 (NR0B1) inhibitors, primary screen, cell-based, HEK293, Gal4-DAX1, luciferase luminescence | Nuclear receptor subfamily 0 group B member 1 (Homo sapiens), P51843 | HEK293 Gal4-DAX1 luciferase reporter | inhibition, % at 6.75 µM | hit rate 0.99% among 340,000 | AID 504766, 2011;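 active = inhibition above the mean over all tested compounds plus 3 SD, cut at about 4.2% in these data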;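 also: 0% = DAX1-transfected cells with DMSO and 100% = empty-vector control cells with DMSO; inhibition shows as a rise in luminescence from relieved DAX1 repression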
Target sequence (P51843 207-470 limits assumed): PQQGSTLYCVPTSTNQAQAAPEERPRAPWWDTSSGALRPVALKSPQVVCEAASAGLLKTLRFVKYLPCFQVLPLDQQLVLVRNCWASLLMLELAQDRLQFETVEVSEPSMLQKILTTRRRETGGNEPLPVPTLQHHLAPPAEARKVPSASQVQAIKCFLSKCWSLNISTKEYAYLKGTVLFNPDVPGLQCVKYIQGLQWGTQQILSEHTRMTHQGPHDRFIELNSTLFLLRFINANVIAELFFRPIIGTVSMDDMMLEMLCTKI
ssDAF12 agonist: S. stercoralis DAF-12 nuclear receptor activators, primary screen, cell-based, luminescence, HEK293, GRIP1 co-expression, lit1-tk-luc; activation, % at 6.8 µM; HEK293 ssDAF-12/GRIP1 lit1-tk-luc reporter; % of 3 µM dafachronic acid response; Nuclear hormone receptor DAF-12 (Strongyloides stercoralis); hit rate 1% among 370,000; AID 652126, 2013;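 active = activation above the mean over all tested compounds plus 3 SD, cut at about 0.9% in these data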;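 also: 0% = DMSO-only wells and 100% = 3 µM delta7-dafachronic acid wells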
Active calls of the source: *; · = no result given. Compounds as they come, and some 7% of all compounds hit somewhere here.

SMILES | hgDAF12 agonist | DAX1 inh-1 | SMARCA2 activ | NR1D1 modulator | hcDAF12 agonist | sPLA2-III inh | FXN GAA850 act | PG9 Ab binder | PLCb3 inh | DAX1 inh-2 | ssDAF12 agonist
CCOc1ccccc1NC(=O)CCS(=O)(=O)c1ccc2c(c1)CCN2C(C)=O | 0.3 | -0.3 | -4 | -4 | 0.6 | 3 | -1.0 | -0.2 | -5 | 1.6 | -0.6
Clc1ccc(-c2nc(C3CCCCC3)no2)cc1 | 2.5 | 0.3 | 0 | -4 | -1.4 | 4 | 5.2 | -3.0 | 6 | 0.5 | -0.8
CC(=O)/C=C1/SC(CC(=O)O)C(=O)N1c1ccccc1 (stereo not given) | 3.1 | 0.2 | 0 | -1 | 1.0 | -1 | -0.5 | 0.3 | -1 | 0.1 | -1.4
O=C(Nc1ccc(NC(=O)C2CC2)cc1)c1ccco1 | 11* | 1.4 | 3 | 6 | 2.2 | 5 | 0.2 | -0.3 | -6 | -0.1 | 0.3
CN(C)S(=O)(=O)c1cccc(NC(=O)COC(=O)CCOc2ccccc2)c1 | -0.8 | 0.6 | -3 | 3 | 0.0 | -9 | -0.5 | 0.6 | -3 | 0.0 | -1.5
O=C(C1CC1)N1CCc2cc(Br)cc(S(=O)(=O)NCCN3CCOCC3)c21 | 0.6 | 0.4 | 0 | 1 | 0.7 | 4 | -0.4 | -1.4 | -2 | 1.6 | -0.6
CCCNC(=O)CSc1nc2ccccc2c(=O)n1CCC | 1.1 | 0.3 | -4 | -2 | 0.5 | 4 | 2.8 | -2.2 | -5 | 2.9 | -1.1
O=C(COC(=O)Cc1ccsc1)Nc1ccc(Br)cc1F | 1.0 | -0.6 | -4 | -8 | -0.5 | -2 | 1.0 | 0.1 | -8 | -0.1 | -0.5
Cc1ccc(-c2csc(N=C(N)N)n2)c(C)c1 | 2.1 | 0.1 | 1 | 8 | -0.4 | -2 | 1.5 | -2.3 | -3 | · | -2.1
Cc1ccc(SC(C)C(=O)NC2CC2)cc1 (stereo not given) | -0.5 | 1.3 | -2 | -3 | 1.2 | 4 | 3.1 | 0.7 | -5 | 0.7 | -0.4
CCCSC1=C(C#N)C(c2cccs2)CC(=O)N1 (stereo not given) | 1.9 | -0.4 | 0 | 0 | -3.6 | -14 | 1.6 | -1.0 | -3 | 0.7 | -1.2
CCCOc1ccc(C(NC(=O)CC(C)C)NC(=O)CC(C)C)cc1OC | -2.0 | 0.3 | -2 | 3 | 0.0 | -2 | -0.1 | -1.7 | 5 | -0.1 | -0.8
CC(C)C(c1nnnn1CCc1ccccc1)N1CCN(C(=O)c2ccco2)CC1 (stereo not given) | -1.1 | -0.1 | -3 | 0 | 0.5 | 0 | 1.4 | 0.9 | -2 | 0.9 | -0.7
CN(Cc1ccccc1)C(=O)c1[nH]cnc1C(=O)N[C@@H](Cc1ccccc1)C(=O)OC(C)(C)C | -0.5 | -0.8 | 1 | 3 | 0.9 | -18 | 0.2 | 0.8 | 3 | -0.2 | -1.4
CSCC[C@H](NC(=O)c1ccc(OCC2CCCO2)cc1)c1nc2ccccc2[nH]1 (stereo not given in full) | -0.2 | -0.8 | 1 | -5 | 0.5 | 2 | -3.0 | -0.3 | 1 | 0.5 | -0.1
O=C(CN1CC[n+]2c(-c3ccccc3)csc21)c1ccc(Br)cc1 | 3.2 | -1.3 | -3 | 0 | -0.3 | 0 | 0.4 | -0.2 | -5 | · | -0.9
CN1CCN(C(=O)c2ccc3c(=O)n(-c4ccc(F)cc4)c(=S)[nH]c3c2)CC1 | 0.2 | -0.3 | 6 | 1 | -0.9 | 7 | 0.9 | -0.6 | -4 | -0.3 | -1.3
COc1ccc(/C=C(/C(=O)Nc2ccccc2C(=O)N2CCCC2)c2ccccc2)cc1 | -2.6 | -0.8 | -2 | 7 | -1.3 | -1 | 2.0 | 0.6 | 1 | 0.1 | -1.8
CCCN(CCC)CCNc1c(NC2CCN(C(=O)OCC)CC2)c(=O)c1=O | -1.1 | -0.2 | -4 | -1 | 0.4 | 18 | -2.7 | 0.7 | -2 | -0.9 | -1.2
CC[C@@H]1CCCCc2ccccc2[C@H](C(=O)C[C@H](O)CC(C)=O)OC1=O | -1.8 | -0.7 | -3 | 1 | 0.1 | -1 | 3.3 | -1.8 | 1 | 0.5 | 0.0
Cc1nnsc1C(=O)NC(C)C12CC3CC(CC(C3)C1)C2 (stereo not given) | 0.6 | 1.2 | -2 | 8 | -1.4 | 9 | 0.8 | 0.7 | -1 | 0.1 | -1.5
O=C1C2C(C(=O)N1c1nccs1)C1C=CC2C12CC2 (stereo not given) | 3.3 | -0.2 | -2 | -6 | 2.0 | 3 | 1.8 | -1.4 | 1 | -1.7 | -0.1
CC1C=CCC2C(=O)N(c3ccccc3OC(=O)c3cccs3)C(=O)C12 (stereo not given) | 2.5 | -0.3 | 0 | 2 | -1.3 | -3 | -0.8 | 0.2 | 4 | 0.9 | -0.9
Cc1ccc(CNC(=O)C(=O)c2cn(CC(=O)N3CCCC3)c3ccccc23)cc1 | 1.6 | 0.9 | 4 | 3 | 0.7 | -12 | 2.6 | -0.8 | -11 | 1.1 | -1.0

Given with two lines to a compound: part of the list above
Every second line gives: hgDAF12 agonist | DAX1 inh-1 | SMARCA2 activ | NR1D1 modulator | hcDAF12 agonist | sPLA2-III inh | FXN GAA850 act | PG9 Ab binder | PLCb3 inh | DAX1 inh-2 | ssDAF12 agonist
- O=C(C1CC1)N1CCc2cc(Br)cc(S(=O)(=O)NCCN3CCOCC3)c21
→ 0.6 | 0.4 | 0 | 1 | 0.7 | 4 | -0.4 | -1.4 | -2 | 1.6 | -0.6
- CN1CCN(C(=O)c2ccc3c(=O)n(-c4ccc(F)cc4)c(=S)[nH]c3c2)CC1
→ 0.2 | -0.3 | 6 | 1 | -0.9 | 7 | 0.9 | -0.6 | -4 | -0.3 | -1.3

Later entries
SMILES | hgDAF12 agonist | DAX1 inh-1 | SMARCA2 activ | NR1D1 modulator | hcDAF12 agonist | sPLA2-III inh | FXN GAA850 act | PG9 Ab binder | PLCb3 inh | DAX1 inh-2 | ssDAF12 agonist
N=c1c2c(ccn1CCCc1ccccc1)Oc1ccc3ccccc3c1C2c1ccccc1 (stereo not given) | 1.0 | · | · | 9 | 2.1 | -4 | · | · | -2 | · | -1.2
O=C(N/N=C/C=C/c1ccccc1[N+](=O)[O-])c1cccs1 | 3.6 | 0.5 | -3 | 0 | 2.1 | -4 | 5.2 | -0.5 | 2 | 1.3 | -0.7
O=C(Nc1cccc(Cl)c1)Nc1nnc([C@@H]2C[C@H](O)[C@@H](CO)O2)s1 | 16* | 2.5 | 4 | -2 | 1.8 | 2 | 2.7 | -0.9 | -9 | · | -0.5
CCN(CC)CC#CCC(O)(c1ccccc1)c1ccc(Br)cc1 (stereo not given) | -3.4 | -0.3 | 2 | -2 | -0.3 | -13 | -2.6 | -0.3 | -4 | 0.0 | -1.4
CCC(C)N1CCN(C(=O)c2cccs2)CC1 (stereo not given) | 0.5 | -0.3 | -4 | -2 | 1.0 | 1 | -1.7 | 1.6 | 5 | 0.8 | -1.6
CCCCN(C(=O)Cc1cccc(F)c1)c1c(N)n(CCC)c(=O)[nH]c1=O | -0.1 | 0.0 | -1 | -5 | -0.1 | 4 | 0.3 | -1.3 | -22 | 0.5 | -1.1
COC(=O)C1=C(C)N(C)C(=NCc2ccc(OC)cc2)NC1c1ccc(Cl)cc1 (stereo not given) | 1.0 | -1.2 | -4 | -4 | 2.1 | 3 | · | 0.8 | 2 | · | -1.5
Cc1nnc(N/N=C/c2ccccc2F)n1N | -6.2 | -1.3 | 4 | -2 | -0.6 | 13 | 0.5 | -3.7 | 1 | -2.3 | -1.4
Cc1ccc(NC(=O)c2ccncc2)cc1[N+](=O)[O-] | 2.7 | -0.1 | 0 | -4 | 2.0 | 4 | 1.8 | -0.7 | 5 | -0.7 | -0.5
O=C1C(=Cc2cccs2)C(=O)c2ccccc21 | -0.3 | -0.4 | -2 | 3 | -1.3 | -3 | 1.3 | -3.3 | 0 | -0.2 | -1.1
c1cncc(-c2nnc3n2CCC3)c1 | 1.5 | -0.1 | 1 | -3 | 0.2 | 1 | -2.1 | -1.7 | -68 | 1.4 | -1.5
COc1ccc(S(=O)(=O)NCc2ccccc2)cc1Br | 2.3 | -0.2 | 4 | 1 | 0.8 | -6 | 1.8 | -2.2 | -4 | 0.6 | -0.4
Cc1[nH]c2ccccc2c1C(O)CN1CCC2(CC1)OCCO2 (stereo not given) | -2.9 | -0.2 | -2 | -2 | 0.2 | -4 | 1.6 | -2.9 | -15 | 1.7 | -0.7
O=C(Nc1ccccc1)c1ccccc1NC(=O)C1CCCCC1 | 0.2 | -0.4 | 0 | -7 | -0.8 | -1 | -1.0 | -3.0 | 2 | 2.0 | -0.4
CCOc1ccc(C(C)NC(=S)NCc2ccc(F)cc2)cc1 (stereo not given) | 3.0 | -0.3 | -1 | -2 | -1.8 | -2 | -1.8 | 0.9 | -6 | 0.0 | -1.2
CCOC(=O)N1CCN(C(=O)/C(=C/c2cccc3ccccc23)NC(=O)c2ccc(OC)c(OC)c2)CC1 | 0.0 | 0.0 | -4 | -1 | 0.3 | -5 | 4.4 | -0.6 | 1 | 1.2 | -1.3
Cc1cccc(C(=O)N(Cc2cccs2)C2CCS(=O)(=O)C2)c1 (stereo not given) | -1.0 | 1.1 | -1 | 3 | 0.9 | -1 | 0.7 | -2.4 | -8 | 0.5 | -1.5
CCOc1ccc(N=C2NC(=O)C(CC(=O)Nc3ccccc3)S2)cc1 (stereo not given) | 0.5 | -0.9 | 4 | 0 | -1.1 | -29 | -3.1 | -1.8 | 4 | 1.0 | -1.5
O=c1oc(Nc2cccc(Cl)c2)nc2ccccc12 | 8.6 | 5.4* | 4 | 4 | 4.8 | -8 | 4.5 | 1.4 | -22 | 2.2 | -0.1
COc1ccc(-n2cc(CN(C)C(C)c3ccncn3)c(-c3cccc(F)c3)n2)cc1 (stereo not given) | 0.6 | -1.1 | -4 | 0 | -2.6 | -3 | 0.6 | 0.8 | -10 | -1.0 | -2.4
CCCc1c(C)nc(N2CCN(c3ccccc3F)CC2)[nH]c1=O | -0.5 | 0.1 | 0 | 1 | -0.8 | -1 | 2.0 | -2.5 | -3 | -0.6 | -1.2
COC(=O)CN1C(=O)C2(C(C#N)=C(N)Oc3ccccc32)C2=C1CC(C)(C)CC2=O (stereo not given) | -0.7 | -0.6 | 0 | 5 | -1.6 | 1 | 0.9 | 2.3 | 0 | 0.2 | -1.6
